HTRA1 inhibitor: inhibitors of human serine peptidase HTRA1; Q92743; recombinant HTRA1, FP-rhodamine activity-based probe, fluorescence polarization; inhibition, % at 5.96 µM; hit rate 0.5% among 340,000; AID 504803; in the data active = inhibition above about 36%;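 note: 0% = enzyme with DMSO and 100% = wells lacking enzyme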
Target sequence (Q92743 whole entry, looked up): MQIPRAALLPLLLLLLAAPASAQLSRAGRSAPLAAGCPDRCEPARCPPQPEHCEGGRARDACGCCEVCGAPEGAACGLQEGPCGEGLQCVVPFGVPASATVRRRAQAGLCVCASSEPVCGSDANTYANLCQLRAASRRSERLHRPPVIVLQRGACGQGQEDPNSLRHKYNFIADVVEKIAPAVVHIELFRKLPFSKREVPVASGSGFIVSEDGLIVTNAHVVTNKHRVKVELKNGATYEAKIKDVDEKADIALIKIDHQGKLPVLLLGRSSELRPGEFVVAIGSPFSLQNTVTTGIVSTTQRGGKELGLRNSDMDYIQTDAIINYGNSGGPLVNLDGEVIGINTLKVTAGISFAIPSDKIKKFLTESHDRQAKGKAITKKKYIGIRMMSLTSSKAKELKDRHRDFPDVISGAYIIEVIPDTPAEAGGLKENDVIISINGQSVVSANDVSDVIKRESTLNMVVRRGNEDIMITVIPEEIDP
LEDGF integ inh: blocks HIV-1 LEDGF/p75-dependent DNA integration; AID 743269; hit rate 0.64% among 370,000; TR-FRET IN-LEDGF/p75 DNA integration, Eu/Cy5; inhibition, % at 3.7 µM;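 active = inhibition above the screen-wide mean plus 3 SD, cut at about 13% in these data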;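 note: signal is the Cy5 over europium emission ratio at 671 and 618 nm; 0% = plate median of compound wells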
PG9 Ab binder: PG9 antibody binding by small molecule; TR-FRET gp120-PG9 antibody binding; inhibition, % at 6.7 µM; hit rate 0.43% among 360,000; AID 624416; in the data active = inhibition above about 8.5%
mABHD4 FP: inhibits mouse alpha/beta hydrolase domain 4; Q8VD66; purified mABHD4, FP-Rh probe fluorescence polarization; inhibition, % at 8.92 µM; hit rate 0.54% among 370,000; AID 720543;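 active = inhibition exceeding the mean over every tested compound plus 3 SD, cut at about 30% in these data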;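 note: 0% = plate median of compound wells and 100% = S159A mutant with DMSO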
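Assay system: wild-type mouse ABHD4 protein; compound: single nominal dose of 8.92 µM, 0.89% DMSO final; schedule: 45 min + 60 min at 25 °C; measured by: FP readout, ex 525 nm / em 598 nm; evaluation: % inhibition of FP-Rh probe binding versus controls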
MBD2 inh: inhibitors of human MBD2 binding to methylated oligonucleotide | Q9UBB5 | TR-FRET | inhibition, % at 4.4 µM | hit rate 0.31% among 370,000 | AID 686964; in the data active = inhibition above about 13%
Target sequence (Q9UBB5 whole entry, looked up): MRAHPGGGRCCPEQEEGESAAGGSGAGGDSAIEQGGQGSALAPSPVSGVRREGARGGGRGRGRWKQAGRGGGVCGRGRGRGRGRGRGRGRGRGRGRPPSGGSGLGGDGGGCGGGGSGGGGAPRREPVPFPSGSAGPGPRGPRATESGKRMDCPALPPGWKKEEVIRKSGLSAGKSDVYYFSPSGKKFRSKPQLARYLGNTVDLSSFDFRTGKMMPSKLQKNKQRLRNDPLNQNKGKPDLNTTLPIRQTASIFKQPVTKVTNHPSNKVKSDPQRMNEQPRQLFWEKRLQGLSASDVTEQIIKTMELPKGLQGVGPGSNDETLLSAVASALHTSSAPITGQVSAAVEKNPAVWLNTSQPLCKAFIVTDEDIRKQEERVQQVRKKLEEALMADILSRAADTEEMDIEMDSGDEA
UHRF1 binding: human UHRF1 methylated DNA binding inhibitors. Q96T88. UHRF1 binding to methylated oligo, TR-FRET. inhibition, % at 4.4 µM. hit rate 0.75% among 370,000. AID 687016; in the data active = inhibition above about 21%;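 note: UHRF1 SRA domain binding a hemimethylated CpG hairpin DNA probe; 0% = median of test compound wells and 100% = reference inhibitor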
PRMT1 FP inh: blocks human protein arginine methyltransferase 1; hit rate 1.3% among 370,000; inhibition, % at 2.79 µM; Q99873; recombinant PRMT1, activity-based probe fluorescence polarization; AID 652257;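 active = inhibition above about 21% made by adding two undisclosed values, limit read from the data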
TCR-CD3 inh: human TCR-CD3 binding inhibition; inhibition, % at 9.4 µM; hit rate 0.37% among 360,000; TAMRA-labeled TCR probe fluorescence, biochemical; in the data active = inhibition above about 19%;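 note: recombinant mutant TCR 2C K166C tagged with TAMRA read by polarization; 0% = receptor in buffer alone and 100% = receptor with positive control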
rCAG RNA binder: binds r(CAG) RNA repeats; r(CAG) RNA repeat, TO-PRO-1 dye displacement fluorescence; inhibition, % at 3 µM; hit rate 1.3% among 370,000; AID 651821;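 active = inhibition above the plate cutoff, the mean of all test compounds on that plate plus 3 SD, cut at about 35% in these data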;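 note: 0% = DMSO alone and 100% = 100 µM mitoxantrone as full dye displacement; higher means more dye released from RNA so lower well fluorescence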
NR1D1 modulator: Rev-erb alpha (human) modulation; hit rate 0.79% among 370,000; activity, % at 10 µM; Rev-erbα–FITC-DNA binding, fluorescence polarization, 90 min; P20393;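 active = activity above about 14%, limit read from the data; passing the limit was not always enough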;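 note: 0% = DMSO wells with 35 nM protein and 100% = DMSO wells with 750 nM protein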
Active calls of the source: *; . = no result given. A portion of the library, so the mix of outcomes need not match the whole.

#	SMILES	HTRA1 inhibitor	LEDGF integ inh	PG9 Ab binder	mABHD4 FP	MBD2 inh
1	O=C(N/C(=C\c1cccnc1)C(=O)N1CCCCC1)c1cccc(Br)c1	0	-2	-1.3	12	3
2	CCCCCC(=O)c1ccc(O)cc1O	2	-2	0.8	-12	-4
3	Cc1ccc(C(=O)N2CCC(C(=O)c3ccc(Cl)cc3)CC2)cc1	3	-3	1.0	-3	-3
4	Cc1cc(/C=C(/C#N)c2cccc(F)c2)c(C)n1-c1cccnc1	-23	-1	-1.0	14	0
5	CNC(=O)C1CC(=O)N(Cc2ccc3c(c2)OCO3)C(=Nc2ccc(OC)cc2)S1 (stereo unspecified)	-8	4	-1.2	1	-9
6	Cc1cc(NC(=O)CC2(CC(=O)O)CCCC2)n(C)n1	-3	3	-1.9	-4	-6
7	CC(C)C(=O)NNc1ccc(C(F)(F)F)cn1	7	-6	-1.4	1	-1
8	COCCN(C(=O)CSc1nnc(-c2cccc(Cl)c2)n1N)c1c(N)n(CC(C)C)c(=O)[nH]c1=O	4	-1	0.8	2	3
9	CCN(CC(=O)NC1CCS(=O)(=O)C1)S(=O)(=O)c1cc([N+](=O)[O-])ccc1C (stereo unspecified)	0	-1	-0.6	1	1
10	Cc1nc(SC(C(=O)c2ccccc2)c2ccccc2)n[nH]1 (stereo unspecified)	-3	7	-1.9	-7	-1
11	COc1cc(OC)c(C2=NOC(C(=O)N3CCc4ccccc4C3)C2)cc1Cl (stereo unspecified)	8	5	-1.3	-8	-8
12	CCC(C)NC(=O)C1CCCN(S(=O)(=O)c2ccc(-n3cnnn3)cc2)C1 (stereo unspecified)	0	-2	-1.1	6	2
13	Fc1cccc(Cl)c1CNc1ccc(N2CCCC2)cc1	47*	5	-1.2	32*	-2
14	CCC(=O)N(CC(=O)Nc1sc(C)c(C)c1C(N)=O)C1CCCCC1	-1	1	-0.8	-4	9
15	O=C(O)c1ccc([N+](=O)[O-])cc1Sc1ccsc1	2	-1	0.4	4	0

#	UHRF1 binding	PRMT1 FP inh	TCR-CD3 inh	rCAG RNA binder	NR1D1 modulator
1	-1	-3	1	-5	-1
2	4	5	-8	-2	4
3	1	4	-1	-6	-2
4	4	0	0	-5	3
5	0	1	7	-2	1
6	-2	0	6	-5	-3
7	3	6	-7	0	1
8	-1	2	-1	1	2
9	-3	3	8	-1	4
10	-2	8	3	-2	-5
11	-2	-1	0	1	5
12	0	2	5	0	-3
13	-3	6	5	10	-7
14	5	1	-5	-5	-9
15	10	-2	2	2	3

More records follow.
#	SMILES	HTRA1 inhibitor	LEDGF integ inh	PG9 Ab binder	mABHD4 FP	MBD2 inh
16	CCC(O)CNc1nc(SC)nc2sc3c(c12)CCN(C)C3 (stereo unspecified)	-6	-6	-0.2	-11	10
17	CC(C)Cn1c(SCC(=O)N2CCc3ccccc3C2)nc2cc(Cl)ccc2c1=O	-4	-3	-0.2	9	1
18	COc1ccccc1CNC(=O)CCC(=O)Nc1nnc(C)s1	-1	1	1.4	2	-5
19	CCCCOc1cccc(C(=O)O)c1	-2	3	-0.1	-2	-2
20	COc1ccc2[nH]c3c(c2c1)CNCC3	1	-2	-0.9	2	4
21	O=C(c1ccccc1F)N(Cc1nc2ccccc2c(=O)[nH]1)C1CCCC1	-7	-1	1.2	2	8
22	CC(=O)c1cccc(CN2CCN(Cc3ccc(F)cc3)C(CCO)C2)c1 (stereo unspecified)	1	-3	-1.9	0	-1
23	COc1ccc(CC(=O)NNC(=S)NCC2CC2)cc1OC	-2	-3	1.3	9	-6
24	CN(C)CCCN(C(=O)c1cc(Cl)sc1Cl)c1nc2cc3c(cc2s1)OCO3	0	-2	1.4	12	4
25	N=c1c2c(-c3ccccc3)c(-c3ccccc3)n(Cc3ccco3)c2ncn1CCN1CCOCC1	-3	-1	0.0	3	0
26	CCCC(=O)C1=C(N2CCCC2)CC(C)(C)C(C(=O)OC)C1=O (stereo unspecified)	2	0	-1.9	-2	0
27	CCOc1ccc(N2CC(C(=O)OCC(=O)NCc3ccccc3)CC2=O)cc1 (stereo unspecified)	-3	-1	1.0	1	-4
28	CC1CCCCC1NC(=O)CCC(=O)N1CCOc2ccc(Cl)cc21 (stereo unspecified)	1	4	-0.4	-10	3
29	Cc1ccc(C(=O)N/C(=C\c2sccc2C)C(=O)NCc2ccco2)cc1	-4	1	-0.3	-8	-2
30	O=C(O)c1ccc(Sc2ccccn2)c([N+](=O)[O-])c1	.	1	-2.7	-1	2

#	UHRF1 binding	PRMT1 FP inh	TCR-CD3 inh	rCAG RNA binder	NR1D1 modulator
16	16	7	-6	-4	-1
17	6	1	-4	0	1
18	-1	-3	5	-4	2
19	1	1	-4	-3	0
20	0	5	0	5	0
21	0	2	2	-5	1
22	1	0	2	-6	-5
23	0	0	3	1	0
24	0	1	-4	-2	1
25	3	-1	1	7	0
26	2	-1	-2	-2	-1
27	10	-1	4	-8	-3
28	-2	-2	-5	-5	1
29	-4	-2	7	0	5
30	-2	-1	4	3	2

Further results.
#	SMILES	HTRA1 inhibitor	LEDGF integ inh	PG9 Ab binder	mABHD4 FP	MBD2 inh
31	COc1ccc(NC(=O)c2ccc(COCC(F)(F)C(F)F)cc2)cc1	-5	-2	-1.6	-8	-4
32	Cc1ccnc(NS(=O)(=O)c2ccc(NC(=O)C34CC5CC(C)(CC(C)(C5)C3)C4)cc2)n1	-9	3	0.5	1	0
33	CC1(C(=O)NS(=O)(=O)Cc2ccccc2)CCN1C(=O)C1(c2ccc(Cl)cc2)CC1 (stereo unspecified)	.	2	1.4	0	4
34	CCOc1ccccc1NC(=O)Cc1c(F)cccc1Cl	6	-2	-2.8	-4	2
35	COc1ccccc1C1CC(=O)Oc2cc(C)c(Cl)c(C)c21 (stereo unspecified)	-27	1	-0.7	-7	-5
36	COc1cccc2cc(C(=O)NCc3ccco3)c(=Nc3ccc(C(=O)O)cc3)oc12	3	1	1.5	-3	-1
37	CCC(=O)N1CCc2cc(S(=O)(=O)CCC(=O)N3CCCC(C)C3)ccc21 (stereo unspecified)	0	-2	1.9	-4	1
38	Cc1ccc(-n2c(COc3ccccc3)nnc2SCC(=O)Nc2ccccc2-c2ccccc2)cc1	.	1	.	-20	3
39	O=C(CSCc1c(F)cccc1Cl)NCc1ccncc1	-2	5	0.7	-1	6
40	CC(=O)N1c2ccc(S(=O)(=O)N3CCCC(C(=O)NCc4ccc(Cl)cc4)C3)cc2CC1C (stereo unspecified)	-6	-1	-1.8	-2	2
41	CCCCCCCCNS(=O)(=O)CCNC1CC1	0	4	0.6	-2	1
42	COc1ccc(CNCC#Cc2ccc(C(F)(F)F)cc2)c(OC)c1	.	2	.	1	-8
43	CCCCn1nc(C(=O)NCc2ccccc2CN2CCCC2)c2ccccc2c1=O	-4	-1	3.3	7	6
44	O=C1Nc2ccccc2C1=Nc1ccccc1-c1ccccc1	-4	1	1.9	4	-4
45	COc1ccc(Cc2nnc(NC(=O)c3ccccc3[N+](=O)[O-])s2)cc1	0	3	-0.1	0	-2

#	UHRF1 binding	PRMT1 FP inh	TCR-CD3 inh	rCAG RNA binder	NR1D1 modulator
31	-1	-4	7	-4	-3
32	5	-2	-4	3	-1
33	4	-4	-14	33	-5
34	0	-3	6	3	10
35	3	-2	-1	7	4
36	-3	-4	0	2	4
37	0	1	-9	-1	1
38	-1	-1	.	6	-6
39	-1	-6	2	-3	9
40	0	-2	3	-1	2
41	-3	-4	4	-1	11
42	0	0	.	1	-5
43	-2	1	2	0	1
44	-5	4	5	2	2
45	2	-1	1	4	7

Two entries from above, in transposed form.
7. CC(C)C(=O)NNc1ccc(C(F)(F)F)cn1
8. COCCN(C(=O)CSc1nnc(-c2cccc(Cl)c2)n1N)c1c(N)n(CC(C)C)c(=O)[nH]c1=O
assay / compound	7	8
HTRA1 inhibitor	7	4
LEDGF integ inh	-6	-1
PG9 Ab binder	-1.4	0.8
mABHD4 FP	1	2
MBD2 inh	-1	3
UHRF1 binding	3	-1
PRMT1 FP inh	6	2
TCR-CD3 inh	-7	-1
rCAG RNA binder	0	1
NR1D1 modulator	1	2

For convenience, 3 of the compounds above:
#	SMILES	HTRA1 inhibitor	LEDGF integ inh	PG9 Ab binder	mABHD4 FP	MBD2 inh
40	CC(=O)N1c2ccc(S(=O)(=O)N3CCCC(C(=O)NCc4ccc(Cl)cc4)C3)cc2CC1C (stereo unspecified)	-6	-1	-1.8	-2	2
41	CCCCCCCCNS(=O)(=O)CCNC1CC1	0	4	0.6	-2	1
42	COc1ccc(CNCC#Cc2ccc(C(F)(F)F)cc2)c(OC)c1	.	2	.	1	-8

#	UHRF1 binding	PRMT1 FP inh	TCR-CD3 inh	rCAG RNA binder	NR1D1 modulator
40	0	-2	3	-1	2
41	-3	-4	4	-1	11
42	0	0	.	1	-5

The list goes on:
#	SMILES	HTRA1 inhibitor	LEDGF integ inh	PG9 Ab binder	mABHD4 FP	MBD2 inh
46	CCOC(=O)c1ccc(NC(=O)Cn2nnc(-c3ccccc3)n2)cc1	-11	0	-0.6	-1	2
47	Cc1nc(C)n(C(C)CNC(=O)c2ccccc2)n1 (stereo unspecified)	1	-1	-3.2	1	-5
48	COc1ccc(OCc2ccc(-c3nc4ccccc4c(=O)n3N)o2)cc1	-7	-1	-1.0	-10	-7
49	CC1(C)O[C@@H]1COc1c2ccoc2cc2oc(=O)ccc12	1	1	-2.2	1	1
50	CCOC(=O)c1ccc(Nc2ncnc3nc[nH]c23)cc1	0	-1	-0.7	-11	6
51	CCCCCCn1c(Br)nc2c1c(=O)n(C)c(=O)n2C	1	3	-0.1	2	-4
52	Cc1ccccc1-n1c(SC/C(O)=C(\C#N)c2nc3ccccc3[nH]2)nnc1-c1ccncc1	-3	-3	-1.0	10	-4
53	CC(=O)NCCc1nc2cc(NC(=O)c3ccc(Cl)cc3)ccc2n1C	-6	6	-1.2	3	-1
54	Cc1ccc(C(=O)C2CCN(CC(=O)NCc3ccc(F)cc3)CC2)cc1	-1	-8	-1.6	-2	-1
55	CCN1C(=O)[C@H]2[C@@H](c3ccc(C(F)(F)F)cc3)N[C@]3(CCCN(Cc4ccc(C)cc4)C3=O)[C@H]2C1=O	2	1	-2.2	4	3
56	O=C(CCC(=O)c1cccs1)Nc1ccc(N2CCCCC2)cc1	-2	2	-2.0	9	1
57	NC(=O)CC(NC(=O)Cc1ccc(Cl)cc1)c1ccc(NCc2ccccc2)c([N+](=O)[O-])c1 (stereo unspecified)	-7	1	-2.1	0	2

#	UHRF1 binding	PRMT1 FP inh	TCR-CD3 inh	rCAG RNA binder	NR1D1 modulator
46	1	3	-3	3	-1
47	0	-4	4	1	0
48	-4	2	-6	5	6
49	-3	2	8	1	5
50	-1	1	1	-1	2
51	-2	-1	4	-7	-2
52	-3	0	4	8	4
53	3	-3	0	2	-2
54	-1	-1	-6	-4	0
55	-1	3	1	-2	5
56	2	1	-3	7	-6
57	3	-1	-2	2	1
